Compound activity: PubChem, several laboratories
PTK2B oligo ant – Pyk2 (human) oligomerization antagonism; z-score (the deposit names both 25 µM and 10 µM); Q293 cells, Pyk2 FERM NanoBiT luminescence; active compounds read low; Q14289; 99,000 compounds, 0.83% hits;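 active means Z-score of -3 or lower, scaled per plate to the spread of control and sample wells; inactive means z-score above -3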;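 further: negative z-score means lost luminescence so less FERM oligomerization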
hDAT+cocaine – changed human dopamine transporter uptake under cocaine IC80; Q01959; LLC-PK1 hDAT cells, [14C]-dopamine uptake with cocaine IC80; actives deviate in either direction; B-score at 10 µM; 110,000 compounds, 1.3% hits;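 active means Z score or B-score, a plate-position-corrected score, falls beyond the plate's 99.7% confidence bounds, in either direction; inactive means both scores lie inside the 99.7% bounds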;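 further: scored against the spread of the other compound wells on the same plate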
Target sequence (Q01959 whole entry, looked up): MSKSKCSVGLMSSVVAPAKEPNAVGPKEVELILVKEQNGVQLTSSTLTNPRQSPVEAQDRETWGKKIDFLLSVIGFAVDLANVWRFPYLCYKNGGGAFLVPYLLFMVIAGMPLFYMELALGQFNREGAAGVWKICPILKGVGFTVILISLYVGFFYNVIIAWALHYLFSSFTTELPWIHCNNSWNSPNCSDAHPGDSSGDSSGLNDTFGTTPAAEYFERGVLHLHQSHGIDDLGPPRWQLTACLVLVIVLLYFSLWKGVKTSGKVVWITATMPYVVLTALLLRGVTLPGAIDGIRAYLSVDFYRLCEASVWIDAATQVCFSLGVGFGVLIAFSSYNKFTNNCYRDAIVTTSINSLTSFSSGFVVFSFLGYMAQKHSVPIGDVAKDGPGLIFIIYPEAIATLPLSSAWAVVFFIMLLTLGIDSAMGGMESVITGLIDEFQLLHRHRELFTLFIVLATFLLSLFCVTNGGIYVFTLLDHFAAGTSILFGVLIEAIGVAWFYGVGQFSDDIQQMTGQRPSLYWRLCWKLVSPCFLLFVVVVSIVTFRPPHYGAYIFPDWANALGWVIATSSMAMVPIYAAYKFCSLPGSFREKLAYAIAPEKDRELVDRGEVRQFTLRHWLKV
PTPN22 inh 2 – blocks human PTPN22 phosphatase activity; 96,000 compounds, 0.21% hits; recombinant LYP catalytic domain, DiFMUP fluorescence; inhibition, % at 2 µM; Q9Y2R2;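 active means inhibition at 2 µM at or above a set limit, the screen mean plus 3 SD, cut at about 24% in these data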;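 further: 0% = DMSO with enzyme and 100% = enzyme fully blocked by orthovanadate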
LYP act – activators of human LYP (PTPN22) phosphatase; Q9Y2R2; recombinant LYP, DiFMUP fluorescence; 0 = plate median, 100 = signal doubled; 96,000 compounds, 0.11% hits; activation, % at 2 µM; AID 697;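 active means activation at 2 µM above a set limit, the mean plus 5 SD, cut at about 37% in these data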
E coli WT exp – growth inhibitors of E. coli BW25113 wild type; AID 710; OD600 absorbance; 98,000 compounds, 0.15% hits; growth inhibition, % at 100 µM;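 active means growth inhibition above about 50% at one test dose, limit read from the data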;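 further: growth measured after 20 h incubation at 37 °C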
CYP2C9 inh – blocks human cytochrome P450 2C9; P11712; CYP2C9 Supersomes, luciferin-H conversion, luminescence; inhibition, % at 5 µM; 96,000 compounds, 20% hits;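 active means blocking of liver enzyme CYP2C9 beyond about 50% at 5 µM, limit read from the data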; further: values of inactives mirror those of a sister screen read the other way
Target sequence (P11712 whole entry, looked up): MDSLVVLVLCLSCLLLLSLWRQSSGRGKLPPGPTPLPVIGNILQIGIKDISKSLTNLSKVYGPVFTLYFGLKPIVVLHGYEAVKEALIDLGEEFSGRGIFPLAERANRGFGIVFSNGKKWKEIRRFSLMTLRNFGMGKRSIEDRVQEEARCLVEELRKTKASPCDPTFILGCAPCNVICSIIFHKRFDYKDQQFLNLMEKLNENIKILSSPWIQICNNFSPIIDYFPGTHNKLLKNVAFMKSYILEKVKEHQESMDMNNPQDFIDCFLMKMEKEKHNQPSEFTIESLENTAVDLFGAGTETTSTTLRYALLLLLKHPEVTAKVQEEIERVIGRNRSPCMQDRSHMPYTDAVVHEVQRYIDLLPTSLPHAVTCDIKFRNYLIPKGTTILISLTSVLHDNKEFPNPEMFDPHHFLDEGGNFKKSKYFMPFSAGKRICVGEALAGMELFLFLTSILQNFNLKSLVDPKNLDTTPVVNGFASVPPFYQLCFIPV
PostGolgi ctrl – growth of the yeast control strain, post-Golgi counter-screen. efflux-deficient yeast background strain, growth absorbance A615, 16 h. AID 738. inhibition, % at 10 µM. 98,000 compounds, 5% hits
CYP2C9 activ – increases human cytochrome P450 2C9 activity; P11712; recombinant CYP2C9, luciferin-H conversion, luminescence; active compounds read high; factor 1 = untreated enzyme, 0 = blocked; activation factor at 5 µM; 96,000 compounds, 1.4% hits; AID 1024;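 active means activation factor of 2 or more for CYP2C9 at a 5 µM dose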;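 further: 0 = sulfaphenazole-blocked wells and 1 = vehicle-only wells; values of inactives mirror those of a sister screen read the other way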
PostGolgi yeast – growth inhibition of a yeast mutant, post-Golgi transport screen; post-Golgi transport phenotypic cell assay; inhibition, % at 10 µM; 98,000 compounds, 0.9% hits; AID 739;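 further: yeast cells grown in 1536-well plates; yeast grown about 18 h at 30C before absorbance read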
Active calls of the source: *; x = not tested or not shown. Unless noted, no stated cut-off is given here; in the data, active means inhibition above about 30%; inactive means the rest.

SMILES | PTK2B oligo ant | hDAT+cocaine | PTPN22 inh 2 | LYP act | E coli WT exp | CYP2C9 inh | PostGolgi ctrl | CYP2C9 activ | PostGolgi yeast
CCN1CCN(C(c2cccs2)C(C)NS(=O)(=O)c2ccc(F)cc2)CC1 (centres undefined) | x | 1.94 | x | x | -1.0 | 25.1 | 6.8 | 0.7 | 13.3
C(=N\c1nc2ccccc2n1CCN1CCOCC1)/c1cccs1 | 0.54 | -0.0309 | 0.7 | -1.8 | 2.0 | 5.0 | 13.3 | 0.9 | 0.2
Cc1ccc(-c2[nH]ncc2/C=C(\C#N)C(=O)NC2CCCCC2)cc1 | -2.14 | 2.4 | -8.6 | 10.9 | 3.0 | -7.7 | 14.4 | 1.1 | 10.9
Cc1cccc(Cn2c(Sc3nc(C)cs3)nc3c2c(=O)[nH]c(=O)n3C)c1 | -0.23 | 0.449 | 3.0 | -5.7 | -3.0 | 1.4 | 14.2 | 1 | -2.7
COCON1C(=O)CN(C(C)=O)C1c1ccc(Cl)cc1Cl (centres undefined) | -0.12 | 0.439 | -9.0 | 7.1 | 0.0 | -2.3 | 3.3 | 1 | -2.1
O=C(Cn1cnc2c(cnn2-c2ccccc2)c1=O)NCc1ccccc1 | 0.42 | -0.925 | -2.6 | 1.1 | -1.0 | -7.3 | 2.2 | 1.1 | 25.7
COc1ccc(C(CC(=O)NC(C)(C)C)n2cccc2)cc1 (centres undefined) | 0 | 0.0247 | 1.7 | -1.1 | 5.0 | 24.2 | 10.7 | 0.8 | 8.3
CC(=O)N(CN1C(=O)c2ccc([N+](=O)[O-])cc2C1=O)c1ccc(F)cc1 | 0.39 | -0.844 | x | x | -1.0 | -17.0 | 6.1 | 1.2 | 17.6
CC(=O)NC(CCS(C)(=O)=O)C(=O)Nc1ccc(Cl)c(Cl)c1 (centres undefined) | x | -0.785 | x | x | 2.0 | 1.5 | 18.8 | 1 | -13.8
Cc1cccc(-c2noc(CCCC(=O)Nc3cccnc3)n2)c1 | 2.45 | x | -0.9 | -1.3 | 5.0 | 12.1 | 5.8 | 0.9 | -4.5
Cc1cccc2cc(C#N)c(NCCNC(=S)NCCCN3CCOCC3)nc12 | -0.1 | 0.624 | 8.1 | -5.8 | 2.0 | 71.2* | 0.3 | 0.3 | -3.5
c1ccc(-c2nnc(-c3c[nH]c4ccccc34)nc2-c2ccccc2)cc1 | -2.07 | 1.62 | -1.8 | 0.5 | -12.0 | 99.0* | 14.7 | 0 | 3.1
Cc1ccccc1C(OCC(O)CN1CCCCC1CCO)c1ccccc1 (centres undefined) | 0.06 | -0.543 | -4.5 | 5.1 | 11.0 | -0.6 | 30.4* | 1 | 6.6
COC(=O)CN(c1nc(C)cc(OC)n1)S(=O)(=O)c1ccccc1 | -0.02 | 0.265 | -10.5 | 4.5 | -6.0 | -7.0 | 4.1 | 1.1 | 0.3
CCOc1cccc2cc(C(=O)N3CCc4ccccc43)c(=O)oc12 | 0.11 | -1.23 | 3.5 | -4.2 | 0.0 | -140.0 | 2.3 | 2.4* | 2.5
CCCNc1c(N)n(-c2ccccc2)c(=O)[nH]c1=O | 1.59 | -0.294 | -7.0 | 5.8 | 1.0 | -8.6 | 11.0 | 1.1 | 4.2
O=C(COC(=O)C1CCCCC1)Nc1ccc(N2CCCCC2)cc1 | -0.35 | 0.38 | -4.1 | 3.4 | 2.0 | 17.7 | 4.8 | 0.8 | -2.7
Cc1ccc(Cn2nc(C)c(NC(=O)C3CC3)c2C)cc1 | -0.62 | 0.231 | 6.8 | -6.3 | x | x | x | x | x
O=C(Cc1ccccc1)Nc1nnc(-c2cccs2)s1 | 0.02 | 0.545 | -5.4 | 2.3 | -8.0 | 11.8 | -0.1 | 0.9 | 15.4
Cc1cc(C)cc(Oc2nc(C(F)(F)F)nc3ccccc23)c1 | 1.1 | 0.465 | 2.5 | 0.6 | 1.0 | -3.1 | 0.9 | 1 | 15.3
CCOC(=O)c1ccc2c(c1)nc(C)n2CC | -1.17 | 0.123 | -5.8 | 5.2 | x | x | x | x | x
Cn1ncc2c(N3CCN(c4ccccc4F)CC3)ncnc21 | 0.71 | 0.82 | -4.4 | 6.3 | 1.0 | 4.3 | 6.7 | 1 | 4.7
O=C1Nc2ccccc2C12OCC1(CO2)COC2(OC1)C(=O)Nc1ccccc12 (centres undefined) | -2.81 | 0.639 | 6.3 | -2.8 | 2.0 | 43.6 | -2.4 | 0.6 | 4.4
O=C1CCCN1CCNC(=S)Nc1ccccc1 | 0.07 | -0.585 | -0.6 | 1.2 | -10.0 | 52.2* | 14.1 | 0.5 | 0.0
COc1cccc(-c2cc3c(=O)n(-c4ccccc4)c(=S)[nH]c3s2)c1 | -0.1 | -0.648 | 3.9 | -0.1 | -8.0 | 7.2 | 3.0 | 0.9 | 2.6

Other entries follow.
SMILES | PTK2B oligo ant | hDAT+cocaine | PTPN22 inh 2 | LYP act | E coli WT exp | CYP2C9 inh | PostGolgi ctrl | CYP2C9 activ | PostGolgi yeast
COC(=O)c1nnn(-c2nonc2N)c1-c1cccs1 | 0.27 | -0.197 | 5.4 | -6.9 | 0.0 | -3.7 | 2.1 | 1 | -5.7
COc1ccccc1NC(=O)COc1ccc(CO)cc1Cl | -0.45 | -0.2 | 3.7 | -4.4 | -9.0 | 92.4* | 20.5 | 0.1 | -14.2
O=C(O)CCSc1nnc(-c2ccncc2)n1-c1ccccc1 | -0.21 | -0.788 | -4.0 | 3.9 | -1.0 | x | -1.4 | x | 1.6
Cc1cc(C(F)F)n2nc(C(=O)Nc3ccc(S(=O)(=O)N4CCCC4)cc3)nc2n1 | 0.69 | -0.845 | -1.7 | -3.5 | -8.0 | -9.6 | -0.4 | 1.1 | 0.2
COc1ccc(NC(=O)c2cc(CN3C(=O)c4ccccc4C3=O)ccc2OC)cn1 | -0.95 | 0.034 | 0.4 | -1.6 | -4.0 | 78.5* | -1.7 | 0.2 | 3.7
CCC(=O)Nc1nnc(SCC(=O)N2c3ccccc3CC2C)s1 (centres undefined) | 0.84 | 0.395 | 6.9 | -4.4 | x | x | x | x | x
CCc1nc2ccccc2c(C(=O)Oc2cccc3cccnc23)c1C | -0.28 | 0.123 | 7.4 | -8.0 | -6.0 | 5.9 | 15.3 | 0.9 | -1.7
Cc1ccc(-n2nc(C(=O)c3ccccc3)n3c(=O)c(Cc4ccccc4)nnc23)cc1 | -2.48 | 0.00258 | 6.6 | -10.4 | x | x | x | x | x
C=C(C)Cn1c(CCNC(=O)CC)nc2ccccc21 | 0.56 | -0.187 | 9.6 | -6.4 | -19.0 | x | 15.1 | x | 4.5
O=C(NCc1cccnc1)c1ccccn1 | 0.59 | 0.518 | -8.3 | 4.7 | 7.0 | 3.8 | -5.5 | 1 | -37.1
O=C(c1ccc(Br)cc1)N1CCN(S(=O)(=O)c2ccccc2)CC1 | x | 0.664 | -3.5 | 1.8 | 0.0 | 41.9 | 35.1* | 0.6 | -3.5
Cc1cc(C(F)(F)F)nn1Cc1ccc(C(=O)NCc2ccco2)o1 | -0.3 | 0.467 | -3.3 | 4.7 | 2.0 | 11.3 | 8.3 | 0.9 | 18.4
COc1ccc(Cl)cc1N1C(=O)C2CCCN2C1c1sccc1C (centres undefined) | 0.96 | 1.29 | -11.9 | 9.4 | 7.0 | -65.2 | 6.1 | 1.7 | 11.4
Cn1c(Cn2c(=O)sc3ccccc32)nnc1SCC(=O)N1CCCC1 | x | -1.49 | x | x | -2.0 | x | 6.6 | x | 9.8
CC(=O)c1c(N)nc2n(c1=O)CCCCC2 | 0.59 | 0.24 | x | x | 6.0 | 5.4 | 2.2 | 0.9 | 2.1
O=C(O)Cc1ccc(C(=O)c2ccccc2)s1 | 1.71 | 0.235 | 12.7 | -11.9 | 2.0 | 12.3 | 0.6 | 0.9 | -1.3
CCS(=O)(=O)N1CCCC(C(=O)NCC2CCCO2)C1 (centres undefined) | -0.64 | -0.28 | -1.5 | 0.9 | -1.0 | -13.0 | 14.4 | 1.1 | 2.7
O=C(CCC(=O)OCC(=O)c1cccc([N+](=O)[O-])c1)Nc1cccc(Cl)c1Cl | 0.99 | x | 13.6 | -9.9 | 6.0 | 0.1 | 6.9 | 1 | -1.6
CCN1CCN(C(c2cccnc2)c2cc(Cl)c3cccnc3c2O)CC1 (centres undefined) | 0.31 | -0.116 | 9.6 | -11.9 | 13.0 | 29.8 | 19.7 | 0.7 | 11.7
COC(=O)C1=C(C)NC(C)=C(C(=O)OC)C1c1cc2cc(C)ccc2[nH]c1=O | 0.33 | 0.335 | 6.3 | -3.9 | 3.0 | 25.9 | 10.4 | 0.7 | -1.7
COc1ccc(Nc2cc(C)nc3nc(C)nn23)cc1Cl | x | 0.2 | -0.4 | -1.1 | -7.0 | 0.7 | 8.3 | 1 | -17.1
CSC1=C(C#N)C(c2cccc(Br)c2)CC(=O)N1 (centres undefined) | -0.7 | 0.263 | x | x | -14.0 | x | 19.1 | x | 2.0
COc1ccc(C(=O)COc2nc(C)cc(C)c2C#N)cc1 | -1.03 | 0.745 | 8.2 | -8.3 | -2.0 | 15.1 | -0.9 | 0.8 | 0.5
CCC(C)(C)NC(=O)CN(C(=O)c1snc(C(N)=O)c1N)c1ccc2c(c1)OCO2 | -0.82 | 0.739 | 2.4 | -3.7 | 3.0 | 56.8* | 11.7 | 0.4 | -5.7
O=S(=O)(Nc1ccc(Oc2ncccn2)c(Cl)c1)c1ccc(Cl)cc1 | -0.64 | -0.413 | -5.0 | 5.9 | 2.0 | 98.9* | -0.7 | 0 | -2.3

Brought forward from above: 2 compounds; new compounds follow.
SMILES | PTK2B oligo ant | hDAT+cocaine | PTPN22 inh 2 | LYP act | E coli WT exp | CYP2C9 inh | PostGolgi ctrl | CYP2C9 activ | PostGolgi yeast
CCC(C)(C)NC(=O)CN(C(=O)c1snc(C(N)=O)c1N)c1ccc2c(c1)OCO2 | -0.82 | 0.739 | 2.4 | -3.7 | 3.0 | 56.8* | 11.7 | 0.4 | -5.7
O=S(=O)(Nc1ccc(Oc2ncccn2)c(Cl)c1)c1ccc(Cl)cc1 | -0.64 | -0.413 | -5.0 | 5.9 | 2.0 | 98.9* | -0.7 | 0 | -2.3
CCC(C)[C@H](NC(=O)NC1CCN(Cc2ccccc2)CC1)C(=O)OC (some centres undefined) | 0.77 | -1.34 | -6.3 | 9.9 | 6.0 | 6.6 | -0.9 | 0.9 | -0.5
Cc1ccc(S(=O)(=O)n2ccc(-c3cccc(OCc4c(F)cccc4Cl)c3)n2)cc1 | -0.55 | -0.00843 | 8.0 | -6.6 | -5.0 | 68.3* | -2.4 | 0.3 | -2.8
CC(=O)c1cc2c(cc1NC(=O)C1CC1)OCO2 | -0.31 | -0.276 | -9.8 | 4.2 | x | x | x | x | x
CCOC(=O)c1c(C)c(C(=O)NC2CCCCC2)c(C)n1CC | 0.57 | x | 3.4 | -2.3 | -6.0 | -22.3 | 1.8 | 1.2 | 3.4
O=C(Nc1ccncc1)C1(c2ccccc2)CCCC1 | 1.28 | 0.547 | -1.2 | -0.6 | -1.0 | 94.8* | 7.5 | 0.1 | 16.3
CCCOc1cc(CN2CCCCC2)cc(C(C)=O)c1 | 0.9 | -0.000985 | 1.2 | 1.1 | -2.0 | -18.1 | 2.3 | 1.2 | -2.0
O=C(Cn1cnc2ccccc21)NCc1ccccc1 | -0.07 | -1.61 | 2.2 | -2.9 | 7.0 | 2.4 | 5.7 | 1 | -2.0
CN(C)S(=O)(=O)c1ccc(N2CCCC2)c(C(=O)NCc2ccc(Cl)cc2)c1 | 0.02 | 0.312 | 5.2 | -2.5 | 5.0 | 17.0 | 1.6 | 0.8 | 8.3
CCCCNC(=O)Cc1coc2ccc3ccccc3c12 | -1.05 | 0.0882 | 4.6 | -2.6 | 1.0 | -207.6 | 4.7 | 3.1* | -4.2
COc1ccc(-c2cc3ccccc3n2CC(O)CN2CCOCC2)cc1 (centres undefined) | 0.6 | 2.22 | x | x | 5.0 | 63.1* | 7.9 | 0.4 | -0.4
COC(=O)c1ccccc1NC(=O)CCS(=O)(=O)c1ccc(Br)s1 | -0.12 | 0.883 | 9.1 | -7.8 | -10.0 | -5.5 | 24.1 | 1.1 | -25.5
